Screening data from PubChem BioAssay.
TCR act: T cell receptor activation; 330,000 tested, under 10 active; Potency, µM (titrated, usually from 9.22 µM), without a hit: at the top dose activation of IL-2 secretion, usual class: activators; primary human leukocytes, anti-CD3, IL-2 HTRF, 48 h; note: % of control where 0% means no effect
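TCR engagement came from a-CD3 beads alone, with compounds added to primary human leukocytes for 48 hr. Secreted IL-2 bridged europium cryptate- and d2-labelled anti-IL-2 antibodies, giving FRET emission at 665nm after 320nm excitation.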
Eya2 inh: blocks the phosphatase activity of human Eya2; O00167; 330,000 compounds, 0.006% hits; recombinant Eya2, OMFP fluorescence dephosphorylation (OMFP is methylfluorescein phosphate); AID 488837; Potency, µM (top dose mostly 76.9 µM), for inactives: top-dose activity, negative = inhibition, actives largely listed as inhibitors; note: potency is the fitted concentration of half-maximal effect; % is set by controls: 0 for no effect and ±100 for the full control effect
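Eya2 protein (added as 0.2 uM solution) was preincubated with compound for 10 min at ambient temperature in 50 mM HEPES pH 7.5, 50 mM NaCl, 5 uM MgCl2, 0.05% BSA, 1 mM DTT. OMFP (added at 50 uM) then reacted 10 min; fluorescence read at 485/525 nm.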
KCNH2 3.1 inh: blocks the human KCNH2 3.1 channel isoform; activity change, % (tested at about 1.8 µM); 340,000 compounds, 0.95% hits; U2OS KCNH2 3.1, thallium flux FluxOr; active compounds read low; AID 720553;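 active = maximum activity change below -70%; inconclusive = maximum activity change from -70% to -50%; inactive = maximum activity change above -50%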;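 note: thallium influx rate constant from kinetic fluorescence after stimulation buffer; % is set by controls: 0 for no effect and ±100 for the full control effect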
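Normalized rate constant (relative to positive and negative DMSO controls) derived from a 2 min kinetic fluorescence read after stimulation; U2OS cells expressing the 3.1 isoform via virus at 1.77 x 10^8 /mL.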
Mito fusion act: mitochondrial division inhibition or fusion activation; S. cerevisiae fusion-defective mutant growth rescue, CellTiterGlo 48 h; Potency, µM (series often up to 46.1 µM), for the others: at the top dose growth rescue (activation), usual class: activators; 320,000 compounds, 0.23% hits; AID 485298;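 note: potency is the fitted concentration of half-maximal effect; % of control where 0% means no effect; nearly all actives have a fitted effect of over 45% in size; temperature-sensitive fusion mutants such as fzo1-1 at 37 °C on non-fermentable ethanol glycerol medium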
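S. cerevisiae fusion-defective temperature-sensitive mutants (e.g. fzo1-1, mgm1-5) grown 48 h at 37C in YPEG (ethanol/glycerol non-fermentable) medium with 23 nl compound per well; growth rescue read as CellTiterGlo luminescence.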
A-T KAP1 phos: potential ataxia-telangiectasia treatments restoring KAP-1 phosphorylation | Potency, µM (top dose mostly 57.5 µM), inactives show top-dose activation, most hits filed as activators | […] A-T fibroblasts, KAP-1 phosphorylation AlphaLISA; neocarzinostatin DNA damage 30 min before lysis | 320,000 compounds, 0.19% hits; note: potency is the fitted concentration of half-maximal effect; % of control where 0% means no effect; nearly all actives have a fitted effect of over 45% in size
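hTERT-immortalized A-T patient fibroblasts ([…]), 500 cells/well in OPTI-MEM, 1% FBS, got compounds for 60 min, then NCS for 30 min at 37C. Lysates were then assayed for phospho-KAP-1 by AlphaLISA (anti-pKAP1 donor, anti-KAP1 acceptor beads), 6 hr at 25C.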
ELG1 DNA repair: blocks ELG1-dependent DNA repair in HEK293T cells; HEK293T ELG1-luciferase reporter, luminescence, 16 h; DNA damage induced by 5-fluorouridine; AID 504467; Potency, µM (highest dose often 46.1 µM), for the others: at the top dose activity change, negative = inhibition, most hits filed as inhibitors; 330,000 compounds, 2.3% hits; note: potency is the fitted concentration of half-maximal effect; % is set by controls: 0 for no effect and ±100 for the full control effect; nearly all actives have a fitted effect of over 55% in size
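DMSO vehicle served as the neutral condition. Each well held 2,000 cells given 5-fluorouridine plus compound; after 16 hr at 37 °C/5% CO2, ONE-Glo was added and luciferase measured 30 min later.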
hERG WT inh: KCNH2 (human, wildtype) channel inhibition. 340,000 compounds, 0.37% hits. AID 720551. activity change, % at 1.84 µM. Q12809. U2OS, BacMam KCNH2, thallium flux FluxOr; active compounds read low;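 active = maximum activity change below -70%; inconclusive = maximum activity change between -70% and -50%; inactive = maximum activity change above -50%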; note: % is set by controls: 0 for no effect and ±100 for the full control effect
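U2OS cells transduced with wild-type KCNH2 virus are loaded with FluxOr dye for 45 min, and thallium flux is measured in kinetic reads before and after stimulation buffer. Rate constants are normalized to DMSO controls.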
TRPV1 agonist: agonists of human vanilloid receptor 1 (TRPV1) | TRPV1-expressing cells, Fluo-8 calcium influx, agonist mode | Q8NER1 | activation, % at 8.33 µM | 320,000 compounds, 0.19% hits; in the data active = activation above about 80%; inconclusive = between about 30% and that limit; note: 0% is about no effect
Target sequence (Q8NER1 whole entry, looked up): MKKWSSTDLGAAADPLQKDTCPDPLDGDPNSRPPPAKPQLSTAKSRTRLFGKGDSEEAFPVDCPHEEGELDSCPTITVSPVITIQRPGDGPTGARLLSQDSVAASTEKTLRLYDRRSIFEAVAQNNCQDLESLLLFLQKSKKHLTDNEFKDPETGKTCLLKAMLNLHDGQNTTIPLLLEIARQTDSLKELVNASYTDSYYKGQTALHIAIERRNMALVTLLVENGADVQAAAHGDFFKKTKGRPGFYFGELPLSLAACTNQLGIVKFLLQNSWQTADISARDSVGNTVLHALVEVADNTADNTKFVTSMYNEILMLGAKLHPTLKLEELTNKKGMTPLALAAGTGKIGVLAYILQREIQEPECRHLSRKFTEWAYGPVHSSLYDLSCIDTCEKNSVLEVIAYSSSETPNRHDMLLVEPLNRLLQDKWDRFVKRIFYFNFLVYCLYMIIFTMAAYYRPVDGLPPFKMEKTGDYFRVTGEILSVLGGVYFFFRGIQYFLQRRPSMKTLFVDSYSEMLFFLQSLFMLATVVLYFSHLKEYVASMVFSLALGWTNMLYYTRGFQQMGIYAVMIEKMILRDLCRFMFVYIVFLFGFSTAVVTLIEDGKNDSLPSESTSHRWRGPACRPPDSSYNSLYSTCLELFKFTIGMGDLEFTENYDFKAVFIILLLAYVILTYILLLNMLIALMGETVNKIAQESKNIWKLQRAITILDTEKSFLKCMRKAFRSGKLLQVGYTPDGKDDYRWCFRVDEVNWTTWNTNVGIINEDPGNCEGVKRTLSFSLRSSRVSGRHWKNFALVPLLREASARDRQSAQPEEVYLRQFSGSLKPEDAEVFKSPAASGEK
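Fluo-8 calcium influx in TRPV1-expressing cells, kinetic read (ex 480/em 520 nm). Compound added and read 3 min for agonist activity, followed by capsaicin at EC20 final and 2 min further read for enhancement.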
TSHR antagonist: antagonists of human thyroid stimulating hormone receptor | activity change, negative = inhibition, % at 11.5 µM | P16473 | 330,000 compounds, 0.2% hits | TSHR-expressing cells, TSH-stimulated cAMP HTRF, 2 h; active compounds read low;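 active = activity change below a set negative limit, meaning inhibition stronger than a set level, cut at about -70% in these data; inconclusive = activity change between two set negative limits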; note: % is set by controls: 0 for no effect and ±100 for the full control effect
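Read-out is FRET at 665 nm (cryptate excitation 337 nm) from a cryptate-tagged anti-cAMP antibody, competed by cell cAMP against cAMP-d2. Compounds are tested on freshly harvested TSHR cells challenged with 4nM TSH (EC80) for 2 hours at 37 deg C.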
USP2a inh: inhibitors of human ubiquitin-specific protease USP2a. O75604. USP2 core, Ub-CHOP2 coupled fluorogenic reporter, 485/531. Potency, µM (top dose mostly 38.3 µM), for the others: at the top dose activity change, negative = inhibition, most hits filed as inhibitors. 330,000 compounds, 0.01% hits. AID 463254;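 note: potency is the fitted concentration of half-maximal effect; plate controls were DMSO wells for no effect and full inhibition by NEM control for full effect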
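USP2 core (10nM final) preincubated 30min RT with compound in 20mM Tris-HCl pH 8.0, 2mM CaCl2, 2mM beta-mercaptoethanol, 0.05% CHAPS; 25nM Ub-CHOP2 plus 25nM reporter substrate added, fluorescence (Ex485/Em531) read after 60min.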
Active calls of the source: *; ? = inconclusive; . = not tested or not shown; [ ] = dose if it differs, or a comment. Unless noted, calls come from the whole dose curve; as a rule, active = well fitted curve in the direction sought with a large enough effect; inconclusive = small, poorly fitted or top-dose-only effect, or another doubt; inactive = no such curve, though single readings can be large; an effect the other way counts as inactive or inconclusive. Some of the compounds tested; rates above refer to the full screens.

SMILES	TCR act	Eya2 inh	KCNH2 3.1 inh	Mito fusion act	A-T KAP1 phos	ELG1 DNA repair	hERG WT inh	TRPV1 agonist	TSHR antagonist	USP2a inh
CCCn1c(SCC(=O)NC)nc2sc3c(c2c1=O)CCC3	-2%	-3%	3	1%	-10%	?	-13	?	3	-5%
O=c1[nH]c(CN2CCN(Cc3ccc4c(c3)OCO4)CC2)nc2sc3c(c12)CCC3	.	-21%	.	1%	6%	0%	.	-3	0	-1%
Cc1cccc(C)c1NC(=O)C(c1ccccc1)N1CCOCC1 (stereo not drawn)	2%[46.1 µM]	-21%	2	0%	-2%	-22%	4	-1	-11	0%
CC(C)CN1C(=O)NC(NS(=O)(=O)c2ccc(N)cc2)(C(F)(F)F)C1=O (stereo not drawn)	0%[46.1 µM]	0%	10	-7%	12%	0%	22	1	22	1%
Cc1cc(Oc2ccc(Br)cc2)nc(SCC(=O)c2ccccc2)n1	-3%[46.1 µM]	7%	6	-2%	9%	-19%	-12	9	-22	3%
Cc1ccc(-c2nnn(CC(=O)N(CCO)C(C(=O)NC(C)(C)C)c3ccncc3)n2)cc1 (stereo not drawn)	-4%	12%	-24	1%	6%	-2%	16	-3	-2	2%
Cc1c(O)ccc2c(CC(=O)N[C@@H](Cc3ccccc3)C(=O)O)cc(=O)oc12	-3%	-4%	-4	14%	1%	-1%	-13	-3	0	4%
COc1ccc(-c2c3c(nc4sc5c(Cl)nc(C)nc5c24)CCC3)cc1	-5%	-1%	4	1%	3%	16%	-1	-3	-4	2%
Cc1ccc(CNC(=O)CCCc2nc3ccccc3s2)cc1	-2%[46.1 µM]	2%	-8	1%	7%	7%	1	?	-2	0%
Cc1ccc(S(=O)(=O)N(Cc2c(F)cccc2Cl)C(=O)N2CCN(C)CC2)cc1	.	5%	0	-3%	-6%	14%	-4	-1	6	3%
CC1CN(CC(O)COC2CCC(C(C)(C)C)CC2)CC(C)O1 (stereo not drawn)	-1%	12%	14	-6%	-4%	-5%	3	1	-1	8%
O=C(Cn1nc(Cc2cccnc2)c2ccccc2c1=O)NCC1COc2ccccc2O1 (stereo not drawn)	-3%	1%	-3	2%	11%	?	10	-1	?	4%
COc1ccccc1N1CCN(C(=O)CSc2nc(C)c(C)c(=O)[nH]2)CC1	-2%	4%	11	11%	-2%	9%	-1	-1	15	5%
Oc1ccccc1N1CCN(c2ncnc3sc(-c4ccccc4)cc23)CC1	5%	-19%	20	8%	4%	?	-30	8	-15	-5%
CCn1c(C(C)NC(=O)c2cccs2)n[nH]c1=S (stereo not drawn)	-3%[46.1 µM]	-8%	-3	2%	-1%	8%	12	0	2	3%
Cc1cccnc1CCNC(=O)C1CCC(=O)N(Cc2cccc(F)c2)C1 (stereo not drawn)	1%	3%	-6	-1%	12%	3%	0	0	0	0%
COc1ccc(Cl)cc1-c1nc(SCC(=O)NC(C)C)n[nH]1	-3%	1%	5	2%	1%	5%	-14	-1	18	-2%
Cc1ccc(C(=O)OCC(=O)NNC(=O)c2ccc([N+](=O)[O-])cc2)o1	-5%	0%	2	1%	3%	0%	-9	6	8	1%
CN(C)c1ccc(/C=N/NC(=O)c2ccccn2)cc1	-6%	-9%	-12	5%	-9%	?	-1	?	0	1%
Cc1sc(/N=C/c2ccccc2O)c(C#N)c1C	.	-7%	.	-1%	1%	22%	.	2	-1	5%
Cc1ccccc1C(=O)Nc1ccc(N2CCN(C)CC2)nc1	-1%	4%	-6	0%	-4%	16%	-6	-7	5	0%
NC(=O)C1Cc2ccccc2CN1C(=O)c1cccc(Oc2ccccc2)c1 (stereo not drawn)	0%	-8%	-3	-10%	4%	-15%	-1	-2	3	-6%
COc1ccc(CNC(=O)Cn2cnc3c(OCc4ccccc4)ncnc32)cc1	-1%	-4%	-3	.	24%	14%	8	.	11	3%
COc1ccc(CNC(NC(=O)c2ccccc2)(C(F)(F)F)C(F)(F)F)cc1	-5%[46.1 µM]	-4%	.	?	5%	-16%	-10	-1	-1	-3%
CCNC(=S)N/N=C1\C(=O)c2cccc3cccc1c23	-1%	-5%	15	-4%	0%	3%	-13	0	-10	0%
COc1ccc(CC(=O)Nc2cc(S(=O)(=O)N3CCCCC3)ccc2C)cc1OC	4%	-13%	-5	-7%	-1%	2.1µM*	5	9	-36	0%
COc1cc(CO)cc(Br)c1OCC(=O)Nc1cccc2ccccc12	7%	1%	-19	3%	1%	?	-2	11	-7	0%
O=C(O)/C(CC(=O)c1ccc(Cl)cc1)=N/Nc1ccc([N+](=O)[O-])cc1[N+](=O)[O-]	8%	6%	11	2%	-30%	4%	.	7	-13	5%
COc1ccc(-c2[nH]nc3c2C(c2ccc(OC(=O)N4CCOCC4)cc2)C(C#N)=C(N)O3)cc1 (stereo not drawn)	.	-1%	3	3%	9%	9%	0	-7	20	7%
O=C1CC(NC23CC4CC(CC(C4)C2)C3)C(=O)N1c1ccc2c(c1)OCO2 (stereo not drawn)	4%	5%	12	1%	2%	9%	4	-10	1	2%
Cc1c(NN=C(C#N)C#N)c(=O)n(-c2ccccc2)n1C	6%	-3%	0	-1%	-3%	5.8µM*	-28	-1	8	5%
O=C(Nc1nccs1)c1cccc(NC(=O)C(F)(F)F)c1	2%	-8%	-2	1%	-5%	?	0	18	2	1%
N/C(=N\OC(=O)C1CCCCC1)c1ccc(Br)cc1	-11%	3%	-3	-2%	?	?	-7	6	-10	1%
CCCCOC(=O)C1=C(C)NC(=O)NC1c1cc2c(cc1Br)OCO2 (stereo not drawn)	3%	-9%	-32	9%	-9%	0%	8	0	-3	1%
Nc1cc(N)nc(SCC(=O)Nc2cc(S(=O)(=O)N3CCOCC3)ccc2Cl)n1	2%	8%	-9	-28%	2%	?	-4	-1	-1	1%
COc1ccc(CNC(=O)COC(=O)c2cc(-c3ccco3)nc3ccccc23)cc1	.	9%	.	2%	0%	?	.	25	-7	?
CCOC(=O)N1CCN(C(=O)c2cccc(NC3=NC4CS(=O)(=O)CC4S3)c2)CC1 (stereo not drawn)	-22%	-8%	-17	-1%	3%	6%	17	0	-2	2%
O=C(NCC1CCCN1S(=O)(=O)c1cccs1)c1cccc(Cl)c1 (stereo not drawn)	3%	-28%	-2	1%	-3%	-5%	2	9	-18	1%
CCOC(=O)c1ccc(N2C(=O)CC(Sc3nc(O)c(CC)c(=O)[nH]3)C2=O)cc1 (stereo not drawn)	1%	17%	5	-1%	-3%	-2%	5	-2	2	3%
Cc1cc(C(=O)NNC(=O)c2ccc(Cl)cc2Cl)c(C)o1	-6%	19%	12	4%	1%	?	-7	0	3	2%
CC(=O)Oc1ccc(Oc2ccc(-c3noc(C)n3)cc2)cc1	3%	-10%	4	10%	8%	?	-5	-13	-8	2%
CC1=NC(C#N)=C(C#N)NC(C)(C)C1	-8%	10%	24	-6%	5%	-1%	4	11	-1	1%
COc1ccc(O/C(=N\S(=O)(=O)c2ccccc2)c2ccccc2)cc1	4%	-9%	5	0%	-11%	-1%	-6	1	0	5%
Cc1ccc(NC(=O)c2ccc3c(c2)C(=O)N(c2cc(C)ccc2C)C3=O)nc1	-3%	-6%	22	2%	16%	?	6	8	-6	1%
Cc1ccc(NC(=O)c2cc(N3C(=O)CCC3=O)ccc2N2CCCCC2)cc1	-6%	9%	-5	4%	0%	-2%	1	-2	-8	3%
COc1ccccc1-n1cnnc1SCC(=O)NCC1CCCO1 (stereo not drawn)	.	-2%	2	-11%	-3%	1%	-3	-6	1	0%
COC(=O)CCC(=O)NC(=S)Nc1cc(Cl)ccc1Cl	0%	-2%	4	-14%	-6%	3%	4	1	2	-1%
CC(CCc1ccccc1)NCC(O)COc1ccccc1 (stereo not drawn)	0%	-1%	-28	-12%	-1%	-16%	.	10	3	6%
CO/N=C(\Cn1ncc(N2CCOCC2)c(Br)c1=O)c1ccc(Cl)cc1	4%	5%	-24	15%	1%	-7%	38	1	-4	-1%
CCCCN(C(=O)NC(=O)Nc1ccc(C)cn1)S(C)(=O)=O	-7%[46.1 µM]	3%	6	-1%	-11%	7%	.	0	6	3%
COc1ccc(CCNC(=O)COC(=O)c2ccco2)cc1OC	-2%	7%	3	2%	10%	8%	2	-5	0	0%
Cc1ccc2[nH]c(=O)c(CN(CCO)C(=O)NCc3ccccc3)cc2c1	-5%	-1%	-4	-1%	0%	0%	4	-4	0	-2%
